Abeta rescue = restores growth of yeast expressing A-beta42 peptide; yeast expressing A-beta42, growth rescue, OD600, 48 h; response scale: 0% DMSO, 100% iron-clioquinol control; Potency, µM (titrated, usually from 46.1 µM), inactives show at the highest dose growth rescue, actives largely listed as activators; 410,000 tested, 0.063% active; AID 1347071; further: nearly all actives have a fitted effect of over 55% in size
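Yeast A-beta toxicity model in growth medium with pinned compounds, 48 h at 30 C; growth read as absorbance at 600 nm. Normalized to FeCl3/clioquinol equimolar mix (positive) and DMSO (negative).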
FUS yeast rescue = suppressors of FUS proteinopathy in yeast; S. cerevisiae FUS-expressing, growth rescue, OD600, 24 h; Potency, µM (top dose mostly 76.6 µM), inactives show at the highest dose growth rescue (activation), usual class: activators; 390,000 tested, 0.24% active; AID 1347120;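 further: plate controls were DMSO vehicle for no effect and reference control for full effect; nearly all actives have a fitted effect of over 55% in size; some results filed as inactive show a strong effect at the top dose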
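Quantitative HTS measuring growth restoration of FUS-toxic yeast. Galactose-induced cells (OD 0.005) were exposed 24hr at 30C to compounds at several concentrations, then absorbance at 600 nm was recorded.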
Starred values were filed as active, the others as inactive; ? = inconclusive; [ ] = another dose, or the depositor's remark. The call rests on the fitted dose curve; in most records, active means well fitted activation curve with a large enough effect; inconclusive means small, poorly fitted or top-dose-only effect; inactive means no such curve, though single readings can be large or run the other way. Potency means the concentration at half of the fitted maximal effect. These rows are one share of the data (hit frequency here may not be typical).

The first 7 records (preview)
The line under a structure holds: Abeta rescue, FUS yeast rescue
- CC1=C(C(=O)NCc2ccccc2C)C2(CCCCC2)OC1=O
→ -15%, 42%
- Cc1ccc(Cl)cc1NC(=O)C1CCCN(S(=O)(=O)c2cccc3cccnc23)C1 (centres undefined)
→ 19%, 18%
- Cc1ccc(C(=O)CCC(=O)Nc2ccc(C)cc2C)cc1
→ -9%, -7%
- Cc1ccc2ncc(C(=O)Nc3ccc(OC(F)(F)F)cc3)c(=O)n2c1
→ -20%, -11%
- Cc1ccc(Cl)cc1NC(=O)Cn1c(=O)n(CCC(=O)N2CCc3ccccc3C2)c(=O)c2ccccc21
→ -14%, 1%
- Cc1ccc(NS(=O)(=O)c2cc(Br)cc3c2N(C(=O)C2CC2)CC3)cc1C
→ -9%, 0%
- COc1ccc(F)cc1S(=O)(=O)NCC(c1ccco1)S(=O)(=O)c1ccc(F)cc1 (centres undefined)
→ -29%, 29%

This part in full, from the first entry:
The line under a structure holds: Abeta rescue, FUS yeast rescue
- CC1=C(C(=O)NCc2ccccc2C)C2(CCCCC2)OC1=O
→ -15%, 42%
- Cc1ccc(Cl)cc1NC(=O)C1CCCN(S(=O)(=O)c2cccc3cccnc23)C1 (centres undefined)
→ 19%, 18%
- Cc1ccc(C(=O)CCC(=O)Nc2ccc(C)cc2C)cc1
→ -9%, -7%
- Cc1ccc2ncc(C(=O)Nc3ccc(OC(F)(F)F)cc3)c(=O)n2c1
→ -20%, -11%
- Cc1ccc(Cl)cc1NC(=O)Cn1c(=O)n(CCC(=O)N2CCc3ccccc3C2)c(=O)c2ccccc21
→ -14%, 1%
- Cc1ccc(NS(=O)(=O)c2cc(Br)cc3c2N(C(=O)C2CC2)CC3)cc1C
→ -9%, 0%
- COc1ccc(F)cc1S(=O)(=O)NCC(c1ccco1)S(=O)(=O)c1ccc(F)cc1 (centres undefined)
→ -29%, 29%
- Cc1ccc2oc(C(=O)Nc3ccc(S(=O)(=O)Nc4ncccn4)cc3)cc(=O)c2c1
→ 2%, 6%
- CC1CCN(C(=O)CN2CCSc3ccccc32)CC1
→ 5%, 13%
- COc1ccc(NC(=O)c2csc3c2CCCCC3)cc1
→ 8%, 40%
- Cn1c(=O)[nH]c(=O)c2c1nc(CN1CCN(c3ccccc3)CC1)n2Cc1c(F)cccc1Cl
→ -9%, -4%
- O=C1CSC2(C(=O)N(Cc3ccccc3F)c3ccccc32)N1c1cccc(C(F)(F)F)c1 (centres undefined)
→ -18%, 22%
- CC(=O)CSc1nnc2[nH]c(=O)cc(N)n12
→ -10%, 2%
- CC(=O)c1cccc(NC(=O)c2ccc(-n3c(C)nnc3C)cc2)c1
→ -17%, 5%
- COc1cc(-c2noc(-c3cc4cc(F)ccc4oc3=O)n2)cc(OC)c1OC
→ -8%, -24%
- COc1ccc2c(c1)NC(c1cccnc1)=NC(c1ccc(F)cc1)=N2
→ 4%, -14%
- COC(=O)c1cnn(-c2ccc(C(=O)Nc3ccc(C(C)=O)cc3)cc2)c1N
→ -12%, 12%
- O=C(c1cccs1)c1cn(CCOc2ccc(F)cc2)c2ccccc12
→ 13%, 19%
- Cc1cc(C)n(-c2nc3ccccc3nc2Nc2cccc(C)c2C)n1
→ -25%, -1%
- CCN(CC)CCNC(=O)c1ccc2c(=O)n3nc(Nc4cccc(Cl)c4C)sc3nc2c1
→ -17%, 24%
- CC(C)Cn1c(C2CC(=O)N(c3ccccc3Cl)C2)nc2ccccc21 (centres undefined)
→ 5%, -20%
- NC(=O)C1CCN(C(=O)c2ccc3c(c2)N(Cc2cccc(Cl)c2)C(=O)c2ccccc2S3(=O)=O)CC1
→ -5%, 29%
- Cc1ccc(NC(=O)N2CCN3CCCCC3C2)cc1F (centres undefined)
→ -13%, -12%
- COc1ccc(OC)c(NC(=O)c2cc3c(=O)oc4ccccc4c3s2)c1
→ 6%, -20%
- CCOC(=O)c1ccc(N2CCN(c3cc(Cl)ccc3C)CC2)c(NC(=O)Nc2ccc(OCC)cc2)c1
→ 4%, 9%
- COc1cc(CN2CCc3nc(N4CCN(c5ccccn5)CC4)ncc3C2)cc(OC)c1OC
→ -7%, -18%
- CCc1cccc(NC(=O)CCn2nc(C)cc2C)c1
→ 1%, 14%
- COCCCNc1nc(NCc2ccccc2OC)c2cnn(C)c2n1
→ -10%, -10%
- CCc1nn(CC(=O)NCCc2ccc(OC)c(OC)c2)c(=O)c2cc3occc3n12
→ -15%, 10%
- COC(=O)c1ccccc1NC(=O)CSc1nc2sc3c(c2c(=O)[nH]1)CCCC3
→ -4%, 8%
- CC(Oc1ccc(F)cc1)C(=O)Nc1cc(-c2ccc(F)c(F)c2)no1 (centres undefined)
→ ?, -11%
- O=C(NCCc1ccccc1)C(=O)NCC(c1cccs1)S(=O)(=O)c1cccs1 (centres undefined)
→ -11%, 19%
- CCCCc1c(C)nc2c(-c3ccc(Cl)cc3)c(C)[nH]n2c1=O
→ -14%, 7%
- O=C(Cn1c(=O)oc2cc(S(=O)(=O)NCc3ccccc3)ccc21)NCc1ccccc1Cl
→ -12%, 10%
- CCOc1ccc(NC(=O)c2cc3cc4cc(OC)ccc4nc3s2)cc1
→ -10%, -26%
- COC(=O)c1cc2oc3ccccc3c2n1Cc1nc(-c2cccc(C)c2)oc1C
→ -1%, -3%
- CC(=O)N(Cc1cccnc1)c1nc2c(C)c(C)ccc2s1
→ -43%[inhibitor], 28%
- CCCn1c(=N)c(C(=O)NC2CCCCC2)cc2c(=O)n3cc(C)ccc3nc21
→ -9%, -14%
- COc1ccc(CC(=O)Nc2ccc(-c3nc4ccccc4s3)c(C)c2)cc1
→ -2%, -15%
- O=C(Nc1cc(-c2cccc(Cl)c2)nn1-c1ccccc1)c1ccccc1F
→ -17%, 2%
- CCN1c2ccccc2-c2nc(SCC(=O)NCc3ccc(C)cc3)ncc2S1(=O)=O
→ -10%, -14%
- COC(=O)c1sccc1S(=O)(=O)N(CC(=O)Nc1ccccc1F)c1ccccc1
→ -10%, 9%
- CCOC(=O)c1c(C)oc2ncnc(N3CCN(c4ccccc4OC)CC3)c12
→ -34%, ?
- COc1ccc(CC(=O)Nc2cc(-c3nc4cccnc4s3)ccc2C)cc1
→ -13%, 10%
- CCc1ccc(S(=O)(=O)c2cn(C)c3cc(N4CCN(CC)CC4)c(F)cc3c2=O)cc1
→ 13%, -15%
- COc1ccc(NC(=O)CSc2nc3nc(C)c(Cc4ccccc4Cl)c(C)n3n2)cc1OC
→ 7%, ?
- CCc1ccc(S(=O)(=O)c2cn(C)c3ccc(C)cc3c2=O)cc1
→ -16%, 4%
- COc1ccc(CNC(=O)Cc2c(C)c3c(O)cc(C)cc3oc2=O)cc1
→ -12%, 15%
- CCN(CC)C(=O)Cn1nnc2sc(-c3ccccc3)cc2c1=O
→ 0%, 1%
- COc1ccc(S(=O)(=O)Nc2cccc(-c3ccc(N4CCOCC4)nn3)c2)cc1F
→ -14%, ?
- CCN(CC)S(=O)(=O)c1nnc(NC(=O)COc2ccccc2F)s1
→ -4%, -13%
- O=C(NCc1cccs1)c1ccc2c(c1)sc1nc(-c3ccc(F)cc3)cn12
→ -6%, 17%
- Cc1cccc(Cn2c(CN3CCC(C(=O)NCCc4ccccc4)CC3)cc3ccccc32)c1
→ 6%, ?
- Cc1ccc(CNCc2c(C(=O)O)n(Cc3ccc(C)cc3)c3cc(C)ccc23)cc1
→ 0%, ?
- Cc1cc(Nc2ccccc2O)nc(C)n1
→ -2%, -2%
- CCOC(=O)c1cccc(NC(=O)c2cc3cc4cc(OC)ccc4nc3s2)c1
→ -2%, -18%
- Cc1cccc(NC(=O)CSc2nc(C3CCCC3)nc3c2c(=O)n(C)c(=O)n3C)c1C
→ -7%, 16%
- CC(C)N(Cc1ccccc1)C(=O)C1CCCN(c2ncnc3onc(-c4ccc(F)cc4)c23)C1 (centres undefined)
→ -27%, -25%
- COc1ccc(OCC(=O)N(Cc2cccc(OC)c2)C2CCS(=O)(=O)C2)cc1 (centres undefined)
→ -5%, -5%
- COc1ccccc1NC(=O)c1cn(-c2ccccc2)nc1-c1ccccc1
→ -21%, 19%

Later entries:
The line under a structure holds: Abeta rescue, FUS yeast rescue
- CCN(C(=O)Cn1ncc2c(=O)oc3ccc(C)cc3c21)c1cc(OC)ccc1OC
→ 2%, 1%
- Cc1oc2ccc(O)c(CN3CCCCC3)c2c1C(=O)Nc1cccc(C(F)(F)F)c1
→ 3%, 25%
- COc1ccc(CNC(=O)CCC2N=C3c4ccccc4N=C(SCc4ccccc4F)N3C2=O)cc1 (centres undefined)
→ -9%, 36%
- COc1ccc(CCNC(=O)c2ccc3c(c2)nc2n3CCOC2)cc1OC
→ 0%, -15%
- COc1ccc(C2=NN(CCC(=O)NCCc3ccccc3)C(=O)CC2)cc1
→ -17%, 28%
- O=C(Nc1ccc(S(=O)(=O)N2CCC(c3nc4ccccc4s3)CC2)cc1)c1ccccc1F
→ 1%, -14%
- Cc1cc(=O)[nH]c2nnc(SCC(=O)Nc3cc(C(F)(F)F)ccc3Cl)n12
→ -16%, 6%
- Cc1cccn2c(Nc3ccccc3)c(-c3cccs3)nc12
→ 0%, -1%
- O=C(CN1C(=O)CCn2nc(-c3ccccc3)cc21)NCc1ccc(F)cc1
→ -18%, -15%
- COc1cccc(CNC(=O)CN(c2ccc(C(C)C)cc2)S(=O)(=O)c2c(C)n[nH]c2C)c1
→ 5%, 21%
- Cn1c(=O)n(CC(=O)O)c(=O)c2c1nc1n2CCCN1c1ccc(Cl)cc1
→ -10%, 13%
- CCOc1ccc(N(C)C(CNS(=O)(=O)c2ccccc2)c2ccccc2)cc1 (centres undefined)
→ -23%, 15%
- O=C(OCc1cc(=O)n2nc(C3CC3)sc2n1)c1ccc(NC(=O)c2ccccc2F)cc1
→ -1%, -11%
- COc1cc(NC(=O)C2CCN(S(=O)(=O)c3c(C)noc3/C=C/c3c(C)cc(C)cc3C)CC2)cc(OC)c1
→ 3%, 11%
- COC(=O)c1c(-c2ccc(Cl)cc2)noc1N1CCN(c2ccc(C)cc2C)CC1
→ -2%, -27%
- COc1cc(C(=O)NCc2ccc3c(c2)CCN3C(=O)c2ccncc2)cc(OC)c1OC
→ 10%, 6%
- CC(C)(C)c1ccc(OCC(=O)NC(Cc2c[nH]c3ccccc23)C(=O)O)cc1 (centres undefined)
→ -8%, 15%
- COc1ccc(C(CC(=O)NCc2ccccc2Cl)N2Cc3ccccc3C2=O)cc1OC (centres undefined)
→ -4%, -4%
- COc1ccc(OC)c2sc(N3CCN(C(=O)CCS(=O)(=O)c4ccc(F)cc4)CC3)nc12
→ 7%, 31%
- CCN(c1ccccc1)c1nnc(NC(=O)Nc2ccccc2F)s1
→ -15%, -15%
- Cc1ccc(OCC(=O)NCC2(N3CCN(C)CC3)CCCCC2)cc1C
→ -4%, 25%
- CCc1cccc(CC)c1NC(=O)Cn1c(=O)c(-c2cc(C)ccc2NC(C)=O)nc2ccccc21
→ -15%, -20%
- COc1cc(C(=O)Nc2ccccc2OCc2cc(=O)n3cc(C)sc3n2)cc(OC)c1OC
→ -16%, -16%
- Cc1nc(-c2ccc(C)c(N3CCN(C(=O)Nc4ccc(Br)cc4)CC3)c2)no1
→ -14%, 9%
- CCOc1ccccc1C(=O)Nc1cc(-c2ccc(C)cc2)no1
→ -17%, -10%
- COc1ccccc1N1CCN(c2c3c(nc4nncn24)CCC3)CC1
→ -14%, -33%
- COc1ccc(OC)c(S(=O)(=O)NCC(c2cccs2)S(=O)(=O)c2ccc(F)cc2)c1 (centres undefined)
→ 1%, 30%
- COc1ccc(-c2n[nH]c3c2C(c2ccc(O)cc2)N(c2ccc(Br)cc2)C3=O)cc1 (centres undefined)
→ -13%, -7%
- COc1cccc(C(=O)Nc2cccc(C(=O)OCc3cc(=O)n4nc(C5CC5)sc4n3)c2)c1
→ -10%, -5%
- CCOc1ccccc1CNC(=O)c1oc2ccc3c(c2c1C)C(=O)CC(C)(C)O3
→ -1%, ?
- CCOc1ccc(/C=C/c2nc(C#N)c(NCCc3ccccc3)o2)cc1
→ -11%, -24%
- COc1ccc(-c2csc3nc(-c4ccc(F)cc4)oc(=O)c23)cc1
→ 3%, -24%
- COc1cccc(CNC(=O)c2nnc(Cc3ccc(Cl)cc3)o2)c1
→ -20%, -25%
- CCCc1nn2c(=O)cc(COC(=O)c3ccccc3NC(=O)c3ccc(OCC)cc3)nc2s1
→ -7%, -5%
- CCN(CC)CCOC(=O)c1ccc(NC(=O)c2cc3c(s2)-c2ccccc2OC3)cc1
→ -9%, 19%
- Cc1ccc(N2C(=O)CCSC23C(=O)N(Cc2ccc(F)cc2)c2ccccc23)cc1 (centres undefined)
→ -6%, -4%
- COc1ccc(S(=O)(=O)c2c(C(=O)c3ccc(C)c(C)c3)cnc3ccc(C)cc23)cc1
→ 12%, 19%
- Cc1ccc(Cl)cc1N1CCN(C(=O)c2ccc(CS(=O)(=O)c3ccccc3C)o2)CC1
→ 13%, ?
- Cc1cccc(C(=O)N2CCc3cc(CNC(=O)c4cc5ccccc5[nH]4)ccc32)c1
→ -3%, -10%
- Cc1ccc(CNC(=O)CSCc2ccccc2C)cc1
→ 1%, 5%
- CC(Oc1ccc(F)cc1)C(=O)Nc1nc(-c2ccc(F)cc2)ns1 (centres undefined)
→ 22%, 7%
- Cc1n[nH]c(C)c1CCc1nc2c3ccccc3nc(SCC(=O)Nc3ccc(F)cc3)n2n1
→ -8%, 43%
- CCOC(=O)c1cnc2ccc(Cl)cc2c1Nc1ccc(OCC)cc1
→ 9%, -4%
- CCCOc1ccc(C2C(=O)N(C3CCC(C)CC3)CC(=O)N2Cc2cccc(OC)c2)cc1OC (centres undefined)
→ -7%, 7%

Screening results as filed in PubChem.
